# Screening results: PubChem, several laboratories
# PvdQ acylase: blocks Pseudomonas aeruginosa PvdQ acylase activity | purified PvdQ acylase, fluorescence plate reader | inhibition, % at 10 µM | hit rate 0.063% among 340,000 | AID 488965; in the data active = inhibition above about 30%, passing the limit was not always enough; inconclusive = no clear call, values can overlap the other calls;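 note: 0% = vehicle neutral wells and 100% = reference inhibitor wells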
# Wnt act: activators of Wnt/beta-catenin signaling. hit rate 1.2% among 300,000. Wnt/beta-catenin reporter cell assay, activator, plate reader. activation, % at 9.35 µM. AID 743398; in the data active = activation above about 30%, passing the limit was not always enough; inconclusive = no clear call, values can overlap the other calls;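 note: 0% = neutral control wells and 100% = positive control wells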
# Rtt109 Vps75: blocks Candida albicans Rtt109/Vps75 acetyltransferase activity; purified Rtt109/Vps75, ThioGlo CoA-SH fluorescence, 4 h; inhibition, % at 34.9 µM; hit rate 0.16% among 330,000;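 active = inhibition of at least 50% in every replicate; inconclusive = best replicate reaches 50% inhibition but some replicates fall short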
# Target sequence (Q5AAJ8 whole entry, looked up): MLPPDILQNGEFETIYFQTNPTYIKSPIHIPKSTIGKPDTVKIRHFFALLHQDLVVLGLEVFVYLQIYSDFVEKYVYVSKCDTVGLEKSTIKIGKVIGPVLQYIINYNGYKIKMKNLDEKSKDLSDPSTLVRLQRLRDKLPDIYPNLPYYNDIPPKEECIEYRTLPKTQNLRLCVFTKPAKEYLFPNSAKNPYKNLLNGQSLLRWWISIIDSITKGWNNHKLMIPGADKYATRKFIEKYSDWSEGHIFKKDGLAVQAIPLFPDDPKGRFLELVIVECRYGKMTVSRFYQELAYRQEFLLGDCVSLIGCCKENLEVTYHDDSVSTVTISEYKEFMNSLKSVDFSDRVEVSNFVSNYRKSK
# SR-BI uptake up: activators of SR-BI mediated HDL lipid uptake | CHO ldlA[mSR-BI] cells, DiI-HDL uptake fluorescence, 3 h; 100 = double the neutral-control signal | hit rate 0.096% among 320,000 | activation, % at 12.5 µM;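 active = mean replicate activation of at least 60% and every replicate at or above 60%; inconclusive = mean or all-replicate condition met, but not both; inactive = mean below 60% and not all replicates reaching 60%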;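 note: 0% = median plate neutral-control signal and 100% = twice that signal; values of inactives mirror those of a sister screen read the other way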
#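 Assay system: CHO ldlA[mSR-BI] cells, LDL receptor-null, SR-BI overexpressing; medium: Ham's F12 with 0.5% BSA, HEPES 25 mM, pH 7.4; also added: DiI-HDL 10 µg/mL; timing: 3 h uptake period with compound, 37 °C; signal: DiI fluorescence, bottom read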
# CDK5 inh: CDK5/p35 (human) kinase inhibition; Q00535+Q15078; Recombinant CDK5/p35, ADP-Glo luminescence, 60 min; inhibition, % at 10 µM; hit rate 0.01% among 330,000; AID 488839;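 active = highest replicate inhibition of at least 50% and at least 75% of replicates reaching 50%; inconclusive = only one of the two criteria met; inactive = both criteria failed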;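 note: plate controls were DMSO neutral control for no effect and GW8510 at 10 µM for full effect; many of its hits are not listed in these tables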
# RTF Ca sens act: increases calcium sensitivity of human cardiac regulated thin filaments. P19429+P45379. IANBD-labeled TnC RTF fluorescence at EC20 calcium; 0% EC20 calcium, 100% full calcium. activation, % at 7.2 µM. hit rate 0.24% among 340,000. AID 493008;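 active = activation above the mean over all tested compounds plus 3 SD, cut at about 30% in these data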;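 note: rise in fluorescence read as greater calcium sensitivity of cardiac thin filaments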
# dFosB act: activators of mouse delta FosB homodimer | P13346 | purified delta FosB, TAMRA-CDK5 oligo fluorescence polarization; percent of positive-control signal above neutral wells | activation, % at 25 µM | hit rate 0.99% among 340,000 | AID 493131;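 active = mean activation above about 17%, with every replicate also reaching it, limit read from the data, passing the limit was not always enough; inconclusive = only one of the two conditions met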;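 note: fluorescence polarization rise as delta FosB binds a TAMRA Cdk5 AP-1 oligo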
# SR-BI HDL uptake: mouse SR-BI HDL lipid transfer inhibition; Q61009; inhibition, % at 12.5 µM; hit rate 0.96% among 320,000; ldlA[mSR-BI] CHO cells, DiI-HDL uptake fluorescence, 3 h;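 active = mean replicate inhibition of at least 70% and a set share of replicates each scoring 70 or more; inconclusive = meets just one of the two criteria; inactive = fails both criteria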;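 note: 0% = median of neutral control wells and 100% = median of positive control wells; values of inactives mirror those of a sister screen read the other way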
# Target sequence (Q61009 whole entry, looked up): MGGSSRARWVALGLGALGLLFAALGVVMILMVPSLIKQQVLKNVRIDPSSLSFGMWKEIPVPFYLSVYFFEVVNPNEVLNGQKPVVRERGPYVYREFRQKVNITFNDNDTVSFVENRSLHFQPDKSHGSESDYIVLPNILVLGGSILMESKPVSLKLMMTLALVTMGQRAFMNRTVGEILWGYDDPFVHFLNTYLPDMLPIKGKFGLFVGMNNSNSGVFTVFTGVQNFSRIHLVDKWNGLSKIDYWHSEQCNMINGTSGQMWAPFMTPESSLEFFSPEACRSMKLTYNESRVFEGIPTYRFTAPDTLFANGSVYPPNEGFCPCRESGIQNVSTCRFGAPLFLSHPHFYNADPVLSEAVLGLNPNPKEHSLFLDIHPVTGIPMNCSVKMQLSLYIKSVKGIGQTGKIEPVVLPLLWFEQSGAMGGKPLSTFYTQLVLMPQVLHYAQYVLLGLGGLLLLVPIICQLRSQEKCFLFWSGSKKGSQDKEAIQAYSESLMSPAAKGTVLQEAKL
# HTR5A ag: activates human HTR5A in OPRM1-OPRD1 agonist counter-screen. hit rate 0.61% among 340,000. HTR5A agonist assay, luminescence, cell-based. activation, % at 9.3 µM; in the data active = activation mostly above about 9.5%, no sharp cut-off; inactive = mostly below about 7.6%;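 note: 0% = cells with vehicle only and 100% = reference agonist; strong numbers were not always called active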
# MITF TRPM1 HTS: MITF TRPM1 promoter activation in melanoma cells | hit rate 0.75% among 300,000 | SK-MEL-5 TRPM1-promoter luciferase, 24 h; % of positive control, neutral wells = 0 | AID 588334 | activation, % at 12.5 µM;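 active = mean activation of at least 80% with every replicate also reaching 80%; inconclusive = mean reaches 80% but some replicate falls short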;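 note: 0% = neutral control wells and 100% = parthenolide positive control wells; values of inactives mirror those of a sister screen read the other way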
# Active calls of the source: *; ? = inconclusive; / = not tested or not shown.
SMILES,PvdQ acylase,Wnt act,Rtt109 Vps75,SR-BI uptake up,CDK5 inh,RTF Ca sens act,dFosB act,SR-BI HDL uptake,HTR5A ag,MITF TRPM1 HTS
CCOC(=O)/C(C#N)=C/Nc1ccccc1OC,10,/,21,-3,-1.0,0,-7,3,17*,117*
CC(=O)Nc1ccc(S(=O)(=O)NC2(C(F)(F)F)NC(=O)N(C3CCCCC3)C2=O)cc1 (configuration not stated),-1,/,0,-4,1.6,4,-1,4,10*,2
CCCCn1c(=O)[nH]c(=O)c2c1nc(-c1ccccc1F)n2Cc1ccccc1,-20,-2,4,9,-2.9,1,-8,-9,-1,0
Cc1cc(C(=O)NCC(c2cccs2)N2CCOCC2)ccc1[N+](=O)[O-] (configuration not stated),-12,-1,-3,9,2.8,-1,2,-9,2,-6
COc1ccc(C(=O)N2CC(c3ccccc3)CC2=O)cc1 (configuration not stated),-12,0,-2,1,-1.0,3,3,-1,1,22
CC(C)NC(=O)N(O)C1N(C(C)C)C(=O)N(Cc2ccc3c(c2)OCO3)C1(C)C (configuration not stated),-9,-2,2,10,-0.4,12,-10,-10,0,-8
CC(=O)n1c2ccccc2c2nc(NC(C)C)sc21,-14,/,2,-8,-1.3,0,2,8,3,19
CCC(C)c1ccccc1OCC(=O)NN1C(=O)c2ccccc2C1=O (configuration not stated),-11,-1,-6,8,1.2,-2,-5,-8,0,/
CCOC(=O)C1CCCN(Cc2nc(N)nc(Nc3ccc(C)cc3)n2)C1 (configuration not stated),7,/,16,-8,-0.3,-9,-9,8,-3,-3
O=C(/C=C/c1ccco1)NCC(=O)N/N=C/c1ccc([N+](=O)[O-])cc1,-8,/,9,7,0.3,-7,-9,-7,-1,0
COC(=O)CCc1c(COC(C)=O)[nH]c(C(=O)OCc2ccccc2)c1C,-1,1,-7,-1,-1.2,8,-4,1,-2,3
O=C(NC1CC2CCC1C2)C1COc2ccccc2O1 (configuration not stated),-7,/,1,-4,-1.3,-2,5,4,-1,/
COc1ccc(-c2c(-c3cc(OC)cc(OC)c3)n(C)c3ccc(-c4cnc(OC)nc4)cc23)cc1,-1,-9,16,-16,0.7,-3,1,5,-2,8
Cc1cccc(N(CC(=O)NCc2ccc(F)cc2)C(=O)c2csnn2)c1C,-10,0,-7,-15,-0.5,2,-10,15,-2,2
CCOC(=O)Cn1cnc2c(nnn2-c2cccc(OC)c2)c1=O,4,-1,4,21,0.4,-5,6,-21,-1,5
Cc1nc2ccc(N3C(=O)CCC3=O)cc2[nH]1,-3,-1,0,21,-1.0,-2,3,-21,-1,2
O=[N+]([O-])c1cc(Cl)cc(/C=N/n2cnnc2)c1O,6,0,-8,10,0.5,0,0,-10,2,7
CCOC(=O)C1(Cc2ccccc2C)CCCN(C(=O)CCC(=O)OC)C1 (configuration not stated),-15,2,-4,-4,-0.3,2,-7,4,0,/
O=C(CN1CCN(C(=O)c2ccco2)CC1)Nc1ccccc1-c1ccccc1,-10,-5,1,5,1.3,-3,-4,-5,3,-7
CCN1CCN(C(=O)c2cc3c(=O)n4ccccc4nc3s2)CC1,-6,0,-239,26,5.2,-4,-9,-26,3,-5
O=C(CN1C(=O)/C(=C\c2ccc(C(F)(F)F)cc2)Sc2ccccc21)NCc1ccco1,2,-10,9,-43,-0.4,3,-8,43,-2,10
Cc1csc(SCC(=O)Nc2cccc3nsnc23)n1,7,/,-2,-21,-0.3,-5,-1,21,-3,18
O=C(O)c1cccc(S(=O)(=O)NCCC(c2ccccc2)c2ccccc2)c1,0,0,-1,9,-8.7,8,-5,-9,-1,4
CCCCNC(=O)[C@@H]1CC=C[C@@H]2CCN(Cc3ccc(Cl)c(Cl)c3)C(=O)[C@@H]21,-7,-4,9,-31,0.0,1,-2,31,-4,-3
Cc1cc(=O)n(C2CCS(=O)(=O)C2)[nH]1 (configuration not stated),-4,2,0,2,0.4,/,3,-2,/,-4
O=C(CN(Cc1ccco1)S(=O)(=O)c1ccccc1)N/N=C/c1cccc(O)c1,3,0,13,4,-1.1,-4,-13,-4,-5,-4
Cc1ccnc(Nc2nc(-c3ccc(Cl)cc3)cs2)c1,-11,6,-1,-67,0.0,-2,-12,67,4,13
CCc1ccccc1NC(=S)N(CCCN1CCOCC1)Cc1ccccn1,-17,-4,-6,18,0.2,8,-7,-18,6,-11
CC(=O)Nc1ccc(N2CC(C)(C)C2=O)cc1,2,1,2,1,-6.3,-4,5,-1,9,4
CCc1ccc(NC(=O)c2ccc(OC)c([N+](=O)[O-])c2)cc1,10,5,3,-76,2.9,-5,-3,76*,-2,19

# Quoted from the listing.
# CCN1CCN(C(=O)c2cc3c(=O)n4ccccc4nc3s2)CC1 in RTF Ca sens act is listed with -4
# Cc1csc(SCC(=O)Nc2cccc3nsnc23)n1 in SR-BI HDL uptake is listed with 21
# O=[N+]([O-])c1cc(Cl)cc(/C=N/n2cnnc2)c1O in RTF Ca sens act is listed with 0
# O=C(O)c1cccc(S(=O)(=O)NCCC(c2ccccc2)c2ccccc2)c1 in CDK5 inh is listed with -8.7
# CC(=O)Nc1ccc(N2CC(C)(C)C2=O)cc1 in Rtt109 Vps75 is listed with 2

# New compounds follow.
SMILES,PvdQ acylase,Wnt act,Rtt109 Vps75,SR-BI uptake up,CDK5 inh,RTF Ca sens act,dFosB act,SR-BI HDL uptake,HTR5A ag,MITF TRPM1 HTS
O=C(CN(Cc1ccco1)C(=O)CNS(=O)(=O)c1ccc(Cl)cc1)NCC1CCCO1 (configuration not stated),2,-2,5,/,0.5,-1,1,/,2,4
COC(=O)c1ccc(SC)cn1,-9,-4,-3,21,-2.7,8,-1,-21,-2,-13
Cc1cccc([N+](=O)[O-])c1NC(=O)COC(=O)C1CCCO1 (configuration not stated),-8,1,-4,39,-0.5,2,-1,-39,2,3
O=C(CN1CCC(C(=O)c2ccc(Cl)cc2)CC1)Nc1ccc2c(c1)OCCO2,-1,/,1,-23,-0.1,-3,2,23,3,-19
CCC(=O)N1N=C(c2ccc(NS(=O)(=O)c3ccccc3)cc2)CC1c1ccco1 (configuration not stated),-13,-2,6,-1,-0.1,-1,-14,1,11,-21
COc1ccc(S(=O)(=O)CCC(=O)Nc2c(C)n(C)n(-c3ccccc3)c2=O)cc1,8,/,-17,41,0.0,-4,-4,-41,-3,2
O=C(CN1C(=O)c2ccccc2S1(=O)=O)c1ccc2c(c1)OCCO2,10,-16,0,2,-0.4,4,-2,-2,6,/
COc1ccc(NC(=O)c2cccc(N3C(=O)C4C5C=CC(C6CC56)C4C3=O)c2)c(OC)c1 (configuration not stated),-13,0,-1,-18,1.6,-2,-2,18,1,4
Cc1ccc(-n2nc3c(c2NC(=O)c2c(-c4ccccc4Cl)noc2C)CS(=O)(=O)C3)c(C)c1,-5,-1,-1,37,-1.5,0,-10,-37,-5,-11
Cc1nc2ccccc2nc(C)c1=NOCc1ccc(Cl)cc1Cl,-14,/,-10,-11,-3.2,2,-6,11,4,-9
O=C(NCCc1ccccc1)c1ccc(Br)o1,-3,25,-3,-9,-1.1,-3,0,9,2,?
CC(C)(C)NC(=O)C(c1ccc(O)cc1)N(Cc1ccco1)C(=O)CCC(=O)Nc1ccccn1 (configuration not stated),-24,-1,-13,9,-0.2,-3,-6,-9,6,-5
O=C(CSc1nncn1-c1ccccc1)NC1CCCC1,-16,-1,-3,17,0.8,-1,-3,-17,2,0
O=C(c1ccccc1)N1N=C(c2ccc(F)cc2)CC1(O)C(F)(F)F (configuration not stated),6,-1,/,-14,-1.0,1,-1,14,2,8
COc1ccc(CN2CCC(n3nccc3NC(=O)CCOc3ccccc3)CC2)cc1C,-11,0,-3,-5,-1.4,3,-8,5,3,-9

# Single records (already shown).
# O=C(CN1C(=O)c2ccccc2S1(=O)=O)c1ccc2c(c1)OCCO2 reads PvdQ acylase: 10; Wnt act: -16; Rtt109 Vps75: 0; SR-BI uptake up: 2; CDK5 inh: -0.4; RTF Ca sens act: 4; dFosB act: -2; SR-BI HDL uptake: -2; HTR5A ag: 6; MITF TRPM1 HTS: /
# Cc1cccc([N+](=O)[O-])c1NC(=O)COC(=O)C1CCCO1 (configuration not stated) reads PvdQ acylase: -8; Wnt act: 1; Rtt109 Vps75: -4; SR-BI uptake up: 39; CDK5 inh: -0.5; RTF Ca sens act: 2; dFosB act: -1; SR-BI HDL uptake: -39; HTR5A ag: 2; MITF TRPM1 HTS: 3

# Back to the main list with the 2 entries that preceded the break.
SMILES,PvdQ acylase,Wnt act,Rtt109 Vps75,SR-BI uptake up,CDK5 inh,RTF Ca sens act,dFosB act,SR-BI HDL uptake,HTR5A ag,MITF TRPM1 HTS
O=C(c1ccccc1)N1N=C(c2ccc(F)cc2)CC1(O)C(F)(F)F (configuration not stated),6,-1,/,-14,-1.0,1,-1,14,2,8
COc1ccc(CN2CCC(n3nccc3NC(=O)CCOc3ccccc3)CC2)cc1C,-11,0,-3,-5,-1.4,3,-8,5,3,-9
Cc1cc2nc3c(c(=O)n2[nH]1)CCCC3,-3,/,1,8,1.4,1,2,-8,0,-6
CCOc1ccccc1/C=N/NC(=O)c1cccc(S(=O)(=O)N(CC)CC)c1,-9,-1,3,-77,-8.1,5,-6,77*,-2,0
Cc1ccc(/C=N/n2c(COc3ccccc3)n[nH]c2=S)cc1,-13,-1,-10,13,0.7,0,-7,-13,1,8
CN(C)CCNC(=O)Cc1ncc(C(F)(F)F)cc1Cl,-13,-1,-2,23,0.0,1,-4,-23,-1,12
CC(NC(=O)c1ccc(Br)o1)c1ccc(-n2ccnc2)cc1 (configuration not stated),-12,2,-8,-4,-2.5,3,-16,4,4,1
COc1ccccc1N1CCN(C(=O)c2ccccc2N(C)S(=O)(=O)c2ccc(C)cc2)CC1,-8,-1,16,/,-2.5,-2,-14,-8,3,1
NS(=O)(=O)c1ccc(NC(=O)CN2CCN(S(=O)(=O)c3cccs3)CC2)cc1,1,-1,/,19,1.3,-1,0,-19,-1,1
Cc1cc(C)nc(Nc2cccc(C(F)(F)F)c2)n1,4,2,-2,14,-2.3,0,1,-14,8,2
Cc1nn(CC(=O)N2CCN(C)CC2)c(=O)c2c1sc1ccccc12,-9,-2,-5,-4,0.8,-4,-18,4,2,-17
